# INS-1E rescue – protection of INS-1E cells from cytokine death, primary screen, ATP luminescence, single point | INS-1E cytokine-induced death, 48 h; normalised: neutral wells 0, positive control 100 | protection from cytokine-induced ATP loss, % at 10 µM | 0.1% of 20,000 active;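 active = mean replicate protection from cytokine-induced ATP loss at least 50% and at least 75% of replicates each reaching 50%; inconclusive = meets only one of the two criteria, mean or replicate share; inactive = fails both the mean and replicate share criteria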
#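 Material: INS-1E rat cells; Quantity: 8000 cells/well; Buffer or medium: phenol-red-free RPMI with 5% fetal bovine serum; Probe or stimulus: cytokine cocktail of IFN-γ, TNF-α and IL-1β; Compound dosing: single test concentration per compound, delivered by pin transfer; Incubation: 48 h co-treatment, 10 min post-lysis read; Signal: CellTiter-Glo luminescence.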
# T cruzi HTS – inhibitors of intracellular Trypanosoma cruzi, primary screen, cell-based, plate reader, single point, set 2; intracellular Trypanosoma cruzi in host cells; activity score (inhibition), % at 5.01 µM; 4.9% of 22,000 active; in the data active = activity score above about 55%; inconclusive = no clear call, values can overlap the other calls;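 note: parasites and compound incubated about four days before reading; 0% = median of neutral control wells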
# * = called active by the depositor; u = inconclusive; x = not tested or not shown.
# Value order: INS-1E rescue	T cruzi HTS
CCOC(=O)N(C)C[C@@H]1OCc2cn(nn2)CCCC(=O)N([C@H](C)CO)C[C@@H]1C
    x	-11.9
C[C@H](CO)N1C[C@H](C)[C@@H](CN(C)S(=O)(=O)c2ccc(F)cc2)Oc2ccc(NC(=O)C3CC3)cc2C1=O
    0.9	-2.1
Cc1ccc(S(=O)(=O)N(C)C[C@H]2Oc3ccc(NC(=O)CCN4CCOCC4)cc3CC(=O)N([C@H](C)CO)C[C@H]2C)cc1
    6.5	2.2
C[C@@H]1CCCCO[C@H](CN(C)CC2CCCCC2)[C@@H](C)CN([C@H](C)CO)C(=O)c2cc(NC(=O)Cc3ccccc3)ccc2O1
    -1.9	15.1
CNC[C@@H]1Oc2ccc(NC(=O)Cc3cn(C)c4ccccc34)cc2CC(=O)N([C@H](C)CO)C[C@H]1C
    17.7	8.6
Cc1cc(C(=O)Nc2cccc3c2O[C@H](CN(C)Cc2ccc(C(=O)O)cc2)[C@@H](C)CN([C@H](C)CO)C3=O)n(C)n1
    7.2	-15.0
O=C(O)CCCCCCC(=O)NN=C1CCCCCCC1
    7.6	-20.7
COC(=O)CCCCCCC(=O)N/N=C/[C@H](O)[C@@H](O)[C@H](O)[C@H](O)CO[C@H]1O[C@H](CO)[C@H](O)[C@H](O)[C@H]1O
    -7.2	-12.4
COc1ccc(S(=O)(=O)Nc2cccc3c2O[C@H](CN(C)Cc2ccncc2)[C@@H](C)CN([C@H](C)CO)C3=O)cc1
    3.0	1.1
C[C@H](CO)N1C[C@H](C)[C@@H](CN(C)S(C)(=O)=O)OCc2cnnn2CCCC1=O
    x	-29.1

# Next section:
# Value order: INS-1E rescue	T cruzi HTS
Cc1noc(C)c1S(=O)(=O)Nc1ccc2c(c1)C(=O)N([C@H](C)CO)C[C@@H](C)[C@H](CN(C)Cc1ccc(-c3ccccc3)cc1)O2
    -9.3	8.6
C[C@H]1CN([C@@H](C)CO)C(=O)CCCn2cc(nn2)CO[C@H]1CN(C)S(=O)(=O)c1ccc(-n2cccn2)cc1
    x	0.3
COc1ccc(NC(=O)Nc2cccc3c2O[C@H](CN(C)C(=O)Nc2ccc(C(F)(F)F)cc2)[C@H](C)CN([C@@H](C)CO)C3=O)cc1
    0.4	-19.1
Cc1noc(C)c1NC(=O)Nc1ccc2c(c1)CC(=O)N([C@H](C)CO)C[C@H](C)[C@H](CN(C)CC1CC1)O2
    10.7	x
CC(C)NC(=O)N(C)C[C@@H]1OCc2cnnn2CCCC(=O)N([C@H](C)CO)C[C@H]1C
    x	-7.6
COc1ccc(S(=O)(=O)Nc2ccc3c(c2)C(=O)N([C@H](C)CO)C[C@@H](C)[C@H](CN(C)C(=O)Nc2cccc4ccccc24)O3)cc1
    -3.4	12.1
C[C@H](CO)N1C[C@H](C)[C@H](CN(C)C)Oc2ccc(NC(=O)Nc3ccc(F)cc3)cc2C1=O
    0.0	-10.8
C[C@@H]1CN([C@H](C)CO)C(=O)c2cccc(NC(=O)CCCCCC(=O)Nc3ccccc3N)c2O[C@@H]1CN(C)C(=O)Nc1ccc2c(c1)OCO2
    -3.6	-8.8
C[C@H]1CN([C@@H](C)CO)C(=O)Cc2cc(NC(=O)Nc3ccccc3)ccc2O[C@H]1CN(C)S(=O)(=O)c1ccc(Cl)cc1
    -1.7	-4.9
Cc1ccc(S(=O)(=O)N(C)C[C@@H]2Oc3ccc(NS(=O)(=O)c4c(C)noc4C)cc3CC(=O)N([C@H](C)CO)C[C@@H]2C)cc1
    4.7	8.8

# (list continues)
# Value order: INS-1E rescue	T cruzi HTS
C[C@@H]1CN([C@@H](C)CO)C(=O)c2cccc(NC(=O)Nc3ccc(F)cc3)c2O[C@@H]1CN(C)CC1CCCCC1
    -4.5	-38.5
Cc1ccc(S(=O)(=O)N(C)C[C@@H]2Oc3ccc(NC(=O)NC4CCCCC4)cc3C(=O)N([C@H](C)CO)C[C@H]2C)cc1
    -2.4	12.5
C[C@@H]1CN([C@H](C)CO)C(=O)Cc2cc(NC(=O)C3CC3)ccc2O[C@H]1CN(C)CC1CCCCC1
    13.3	-8.8
C[C@H]1CN([C@@H](C)CO)C(=O)Cc2cc(NC(=O)CCCCCC(=O)Nc3ccccc3N)ccc2O[C@H]1CN(C)Cc1ccc(-c2ccccc2)cc1
    -5.5	u
COc1ccc(S(=O)(=O)N(C)C[C@H]2Oc3ccc(NC(=O)CCN4CCOCC4)cc3C(=O)N([C@@H](C)CO)C[C@H]2C)cc1
    -4.6	-4.5
C[C@@H]1CN([C@@H](C)CO)C(=O)Cc2cc(NS(=O)(=O)c3cccs3)ccc2O[C@@H]1CN(C)S(=O)(=O)c1ccc(F)cc1
    4.4	-3.3
COc1ccc(S(=O)(=O)N(C)C[C@H]2Oc3ccc(NS(=O)(=O)c4ccccc4)cc3CC(=O)N([C@@H](C)CO)C[C@@H]2C)cc1
    0.0	-18.0
Cc1noc(C)c1NC(=O)Nc1ccc2c(c1)C(=O)N([C@H](C)CO)C[C@@H](C)[C@@H](CN(C)S(=O)(=O)c1ccc(Cl)cc1)O2
    -0.6	5.4
C[C@@H]1CN([C@@H](C)CO)C(=O)c2cccc(NS(=O)(=O)c3ccccc3)c2O[C@H]1CN(C)C(=O)NC1CCCCC1
    -0.3	1.8
C[C@@H]1CN([C@H](C)CO)C(=O)CCCn2cc(nn2)CO[C@@H]1CN(C)C(=O)Nc1ccc(N2CCN(C)CC2)cc1
    x	-7.7

# (more compounds)
# Value order: INS-1E rescue	T cruzi HTS
Cc1ccc(S(=O)(=O)N(C)C[C@@H]2OCc3cnnn3CCCC(=O)N([C@@H](C)CO)C[C@H]2C)cc1
    x	-5.5
C[C@H]1CN([C@@H](C)CO)C(=O)c2cccc(NS(=O)(=O)c3ccc(F)cc3)c2O[C@@H]1CN(C)Cc1ccccc1
    5.2	-1.5
CCCC(O)C#Cc1cnc2c(c1)C(=O)N([C@H](C)CO)C[C@H](C)[C@H](CN(C)Cc1ccc3c(c1)OCO3)O2 (some centres undefined)
    x	-10.5
C[C@H](CO)N1C[C@H](C)[C@H](CN(C)S(C)(=O)=O)Oc2ccc(NC(=O)Cc3ccccc3)cc2C1=O
    2.4	-6.8
Cc1noc(C)c1S(=O)(=O)Nc1ccc2c(c1)C(=O)N([C@H](C)CO)C[C@@H](C)[C@@H](CN(C)S(=O)(=O)c1cn(C)cn1)O2
    8.9	-56.4
COc1ccc(CN(C)C[C@H]2Oc3ccc(NC(=O)Nc4ccc(C(F)(F)F)cc4)cc3CC(=O)N([C@H](C)CO)C[C@H]2C)cc1
    -13.6	74.3*
CCOc1cccc(/C=N/NC(=O)CCCCCCC(=O)OC)c1OCC
    6.0	0.7
C[C@H](CO)N1C[C@H](C)[C@@H](CN(C)Cc2ccc(C(=O)Nc3ccccc3N)cc2)Oc2c(NS(=O)(=O)c3cccs3)cccc2C1=O
    1.3	46.4
Cc1ccc(S(=O)(=O)N(C)C[C@H]2Oc3c(NS(=O)(=O)c4ccc(F)cc4)cccc3C(=O)N([C@@H](C)CO)C[C@@H]2C)cc1
    0.8	8.3
COc1ccc(NC(=O)N(C)C[C@H]2Oc3c(NC(=O)C4CCCCC4)cccc3C(=O)N([C@H](C)CO)C[C@H]2C)cc1
    3.8	26.6

# Additional entries
# Value order: INS-1E rescue	T cruzi HTS
CNC[C@H]1Oc2c(NS(=O)(=O)c3cccs3)cccc2C(=O)N([C@H](C)CO)C[C@H]1C
    -0.4	-12.4
COc1ccc(CN(C)C[C@@H]2Oc3ccc(NC(=O)Cc4ccccc4)cc3CC(=O)N([C@H](C)CO)C[C@@H]2C)cc1
    -1.2	46.6
C[C@H]1CN([C@@H](C)CO)C(=O)Cc2cc(NS(=O)(=O)c3ccccc3)ccc2O[C@H]1CN(C)S(=O)(=O)c1ccc(Cl)cc1
    5.0	5.2
C[C@@H]1CN([C@H](C)CO)C(=O)c2cc(NC(=O)Cc3ccccc3)ccc2O[C@@H]1CN(C)Cc1ccncc1
    3.7	-10.9
C[C@@H]1CN([C@H](C)CO)C(=O)CCCn2nncc2CO[C@@H]1CN(C)C(=O)C1CC1
    x	-13.8
C[C@H](CO)N1C[C@H](C)[C@H](CN(C)Cc2ccc3c(c2)OCO3)Oc2ccc(NS(=O)(=O)c3ccccc3)cc2CC1=O
    -3.9	-6.4
Cc1noc(C)c1S(=O)(=O)Nc1ccc2c(c1)CC(=O)N([C@@H](C)CO)C[C@H](C)[C@@H](CN(C)Cc1ccc(C(F)(F)F)cc1)O2
    0.1	60.6*
C[C@@H]1CCCCO[C@H](CN(C)Cc2ccccc2)[C@@H](C)CN([C@H](C)CO)C(=O)c2cc(NC(=O)CCCN(C)C)ccc2O1
    -5.1	-18.9
Cc1ccc(S(=O)(=O)N(C)C[C@H]2Oc3ccc(NC(=O)C4CC4)cc3C(=O)N([C@@H](C)CO)C[C@@H]2C)cc1
    4.4	8.5
C[C@@H]1CN([C@H](C)CO)C(=O)c2cccc(NC(=O)Nc3ccc(F)cc3)c2O[C@@H]1CN(C)S(=O)(=O)c1ccc(Cl)cc1
    -38.1	-6.3

# The results go on.
# Value order: INS-1E rescue	T cruzi HTS
C[C@@H]1CN([C@H](C)CO)C(=O)c2cccc(N(C)C)c2O[C@H]1CN(C)C(=O)Nc1ccccc1
    -1.7	-9.4
C[C@H](CO)N1C[C@H](C)[C@H](CN(C)Cc2ccc(C(=O)Nc3ccccc3N)cc2)Oc2c(NS(=O)(=O)c3ccc(Cl)cc3)cccc2C1=O
    -6.1	52.8
C[C@H]1CN([C@@H](C)CO)C(=O)c2cc(NC(=O)CCN3CCOCC3)ccc2O[C@@H]1CN(C)Cc1ccc(C(=O)Nc2ccccc2N)cc1
    17.6	-20.0
O=C(NO)c1cccc(C(=O)N/N=C/c2ccc(O)c(O)c2)c1
    0.6	-27.8
C[C@H]1CN([C@@H](C)CO)C(=O)c2cccc(NC(=O)c3ccncc3)c2O[C@@H]1CN(C)C(=O)Nc1cccc2ccccc12
    7.8	5.1
CNC[C@H]1Oc2ccc(NC(=O)Cc3ccccc3)cc2CC(=O)N([C@@H](C)CO)C[C@H]1C
    6.1	-37.4
C[C@@H]1CN([C@H](C)CO)C(=O)Cc2cc(NC(=O)Cc3cn(C)c4ccccc34)ccc2O[C@H]1CN(C)CC1CC1
    -4.3	1.3
C[C@H](CO)N1C[C@H](C)[C@H](CN(C)C(=O)Nc2ccccc2)Oc2c(NC(=O)c3nc4ccccc4s3)cccc2C1=O
    -13.4	6.5
C[C@@H]1CN([C@H](C)CO)C(=O)Cc2cc(NC(=O)Nc3ccc(F)cc3)ccc2O[C@H]1CN(C)C
    5.0	-18.4
Cc1ccc(S(=O)(=O)Nc2ccc3c(c2)C(=O)N([C@@H](C)CO)C[C@@H](C)[C@@H](CN(C)C(=O)Nc2ccc(F)cc2)O3)cc1
    -13.5	-2.4

# (next part)
# Value order: INS-1E rescue	T cruzi HTS
C[C@@H]1CN([C@@H](C)CO)C(=O)c2cccc(NC(=O)Nc3ccccc3)c2O[C@@H]1CN(C)S(=O)(=O)c1ccc(F)cc1
    -8.2	3.0
COc1ccc(NC(=O)N(C)C[C@@H]2Oc3c(NS(=O)(=O)c4ccc(F)cc4)cccc3C(=O)N([C@@H](C)CO)C[C@H]2C)cc1
    4.6	13.0
C[C@@H]1CN([C@H](C)CO)C(=O)c2cccc(NC(=O)c3ccc(-c4nccs4)cc3)c2O[C@H]1CN(C)C(=O)Nc1ccc(C(F)(F)F)cc1
    -3.9	76.9*
Cc1ccc(S(=O)(=O)Nc2cccc3c2O[C@H](CN(C)C)[C@H](C)CN([C@H](C)CO)C3=O)cc1
    5.1	-6.7
CC(C)NC(=O)N(C)C[C@H]1Oc2c(NC(=O)Nc3ccccc3)cccc2C(=O)N([C@H](C)CO)C[C@H]1C
    -2.2	-2.8
Cc1noc(C)c1S(=O)(=O)Nc1ccc2c(c1)C(=O)N([C@@H](C)CO)C[C@@H](C)[C@@H](CN(C)C(=O)Nc1ccc3c(c1)OCO3)O2
    1.0	-30.1
C[C@@H]1CCCCO[C@H](CN(C)Cc2ccncc2)[C@@H](C)CN([C@H](C)CO)C(=O)c2cc(N(C)C)ccc2O1
    -5.4	-4.6
C[C@H]1CN([C@@H](C)CO)C(=O)c2cccc(NC(=O)c3ccncc3)c2O[C@@H]1CN(C)C(=O)Nc1ccccc1
    12.3	-29.6
C[C@@H]1CN([C@H](C)CO)C(=O)Cc2cc(N(C)C)ccc2O[C@@H]1CN(C)S(=O)(=O)c1cccs1
    -2.5	-10.3
Cc1noc(C)c1NC(=O)Nc1cccc2c1O[C@@H](CN(C)C(=O)NC1CCCCC1)[C@@H](C)CN([C@@H](C)CO)C2=O
    12.2	53.5
Cc1noc(C)c1NC(=O)Nc1ccc2c(c1)CC(=O)N([C@H](C)CO)C[C@H](C)[C@H](CN(C)Cc1ccc(-c3ccccc3)cc1)O2
    2.0	x
O=C(NO)c1ccc(C(=O)N/N=C/c2ccccc2[N+](=O)[O-])cc1
    18.0	-20.5

# Exported as tab-separated lines: part of the list above
smiles	INS-1E rescue	T cruzi HTS
Cc1noc(C)c1NC(=O)Nc1cccc2c1O[C@@H](CN(C)C(=O)NC1CCCCC1)[C@@H](C)CN([C@@H](C)CO)C2=O	12.2	53.5
Cc1noc(C)c1NC(=O)Nc1ccc2c(c1)CC(=O)N([C@H](C)CO)C[C@H](C)[C@H](CN(C)Cc1ccc(-c3ccccc3)cc1)O2	2.0	x
O=C(NO)c1ccc(C(=O)N/N=C/c2ccccc2[N+](=O)[O-])cc1	18.0	-20.5

# Screens as filed in PubChem.

# A portion of the library; the hit share may differ from the screen's.
